# From PubChem BioAssay
# Pf growth 48h = inhibits P. falciparum growth in the first generation, 48 h | P. falciparum luciferase growth in erythrocytes, 48 h | Potency, µM (series often up to 28.7 µM), for the others: at the top dose activity change, negative = inhibition, most hits filed as inhibitors | 310,000 compounds, 5.9% hits; also: potency is read from the fitted curve at half-maximal effect; % is scaled to controls: 0 for no effect and ±100 for the full control effect
#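 Read-out is firefly luciferase luminescence from an integrated reporter in P. falciparum, so falling signal marks reduced parasite growth. Infected erythrocytes were at 2% hematocrit and 0.1% parasitemia (final) in Albumax-supplemented RPMI 1640.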
# LmPK inhibitor = blocks Leishmania mexicana pyruvate kinase activity. AID 1721. 290,000 compounds, 0.37% hits. Q27686. Potency, µM (highest dose often 57.5 µM), for the others: at the highest dose activity change, negative = inhibition, hits mostly inhibitors. purified LmPK, Kinase-Glo ATP luminescence, 1 h; also: potency is read from the fitted curve at half-maximal effect; % is scaled to controls: 0 for no effect and ±100 for the full control effect
# Target sequence (Q27686 whole entry, looked up): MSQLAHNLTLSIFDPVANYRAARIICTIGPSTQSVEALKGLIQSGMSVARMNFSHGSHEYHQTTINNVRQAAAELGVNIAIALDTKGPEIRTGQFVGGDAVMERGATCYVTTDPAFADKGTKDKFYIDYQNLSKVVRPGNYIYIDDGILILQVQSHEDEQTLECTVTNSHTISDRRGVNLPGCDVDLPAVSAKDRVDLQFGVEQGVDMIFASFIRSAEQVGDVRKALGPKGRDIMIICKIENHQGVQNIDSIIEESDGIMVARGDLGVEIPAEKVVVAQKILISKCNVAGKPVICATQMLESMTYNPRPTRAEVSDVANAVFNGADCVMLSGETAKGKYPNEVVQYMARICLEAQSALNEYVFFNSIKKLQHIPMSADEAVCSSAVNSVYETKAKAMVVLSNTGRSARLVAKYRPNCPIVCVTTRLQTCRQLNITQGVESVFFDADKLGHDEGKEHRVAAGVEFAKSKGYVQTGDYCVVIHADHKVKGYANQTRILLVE
#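 Screened at intermediate enzyme activity to detect both inhibitors and activators: LmPK at 0.1 nM, with a 0.5 nM enzyme column as activation reference. PEP 0.5 mM, ADP 0.1 mM; ATP detected by luminescence after 1 h.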
# HCV inh = inhibitors of hepatitis C virus infection; Potency, µM (top dose mostly 41.8 µM), for inactives: at the highest dose activity change, negative = inhibition, hits mostly inhibitors; 340,000 compounds, 3.4% hits; Huh7.5.1 HCVcc-Cre infection, luciferase reporter, 44 h; AID 651820; also: potency is read from the fitted curve at half-maximal effect; % is scaled to controls: 0 for no effect and ±100 for the full control effect
#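 Compounds are dispensed onto cells plated 4 h earlier at 1,000 per well, with HCVcc-Cre virus (about 0.5 moi) added next. Following 44 h of culture, luminescent signal is measured for 15 sec after 15 min with substrate at room temperature.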
# CHX counter = counter-screen hit for Shiga toxin inhibitors, cycloheximide | max response, % | 300,000 compounds, 12% hits | cell reporter, cycloheximide protein synthesis inhibition counterscreen | AID 2314; in the data active = max response mostly above about 13%, no sharp cut-off; inactive = mostly below about 14%; also: read at 38.3 µM for the half of the compounds with a filed dose; 0% is about no effect
# Tb PYK inh = blocks Trypanosoma brucei pyruvate kinase. 410,000 compounds, 0.12% hits. AID 624173. Potency, µM (highest dose often 76.8 µM), for the others: top-dose activity, negative = inhibition, most hits filed as inhibitors. TbPYK enzyme, Kinase-Glo Plus ATP luminescence, 45 min. Q57TT1; also: potency is read from the fitted curve at half-maximal effect; % is scaled to controls: 0 for no effect and ±100 for the full control effect; nearly all actives have a fitted effect of over 50% in size
#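 ADP (130 uM final) triggers the TbPYK reaction after compound addition; incubation is 45 min at room temperature. Kinase-Glo Plus is then added and luminescence imaged. Normalized data are fitted to concentration-effect curves.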
# Pf growth 96h = P. falciparum growth inhibition at 96 hours; P. falciparum luciferase reporter growth, 96 h; Potency, µM (doses to about 28.7 µM), for the others: at the highest dose activity change, negative = inhibition, actives largely listed as inhibitors; 320,000 compounds, 6.9% hits; AID 504834; also: potency is read from the fitted curve at half-maximal effect; % is scaled to controls: 0 for no effect and ±100 for the full control effect
#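 Readout is luminescence from an integrated firefly luciferase in P. falciparum. Red cells, 2% hematocrit and 0.05% parasitemia final, were cultured with compound through two parasite generations (96 hours) at 37 C, 5% CO2.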
# Shiga toxin inh = Shiga toxin inhibition; 290,000 compounds, 9.2% hits; Vero cells, Shiga toxin protein synthesis inhibition reporter; inhibition, % at 38.7 µM; AID 2315; in the data active = inhibition mostly above about 28%, no sharp cut-off; inactive = mostly below about 43%; also: 0% is about no effect
# Starred values were filed as active, the others as inactive; ? = inconclusive; · = no result given; [ ] = remark or other dose. Unless noted, calls follow the shape of the dose curve; as a rule, active = well fitted curve in the direction sought with a large enough effect; inconclusive = small, poorly fitted or top-dose-only effect, or another doubt; inactive = no such curve, though single readings can be large; an effect the other way counts as inactive or inconclusive.
SMILES,Pf growth 48h,LmPK inhibitor,HCV inh,CHX counter,Tb PYK inh,Pf growth 96h,Shiga toxin inh
CCOc1ccc(NC(=O)Cn2nnc(C(=O)NCc3ccccc3OC)c2N)cc1,16%,4%,-7%,-3,-2%,29%,-9
COC(=O)[C@@H]1C[C@H]2CC[C@H](O)C[C@H]2N1Cc1ccc(-c2ccccc2)cc1,15%,-4%,29%[8.37 µM],-6,-5%,-4%,-2
O=C(c1ccc(COCC(F)(F)F)o1)N1CCCCCC1,27%,4%,11%,-3,-13%,77%[activator],-6
O=C(CSc1nc2ccccc2c(=O)n1-c1ccc(Cl)cc1)c1ccco1,31%[activator],2%,-12%,2,6%,0%[5.75 µM],-7
CCOC(=O)c1nnc(-c2ccc(C)cc2)nc1Oc1ccccc1Cl,13%,-1%,9%,1,-2%,3%,2
CN1CCN(C(=S)C(=O)Nc2ccccc2)CC1,32%,2%,15%,1,2%,212%[activator],-9
Cc1cc(C)c2c(N)c(C(=O)c3ccccc3Cl)sc2n1,18%,7%,-2%,-2,2%,29%,7
Cc1ccc2cc3cc(C(=O)N4CCC5(CC4)OCCO5)oc3nc2c1,4%,-3%,28%,10,2%,·,11
COc1ccc(CCC(C)N2CCC(Oc3ccc(C(=O)N4CCCC4)cc3)CC2)cc1 (stereo unspecified),12µM*,-9%,?,8,3%,?,-31
O=C(CSc1ccccc1F)Nc1ccc(N2CCOCC2)cc1,118%[activator],·,9%,·,-2%,105%[activator],·
O=C(O)Cn1c(=O)c2c(c3ccccc31)CCC2,28%,-4%,31%[activator],-1,-1%,12%,-2
CCc1ccccc1NC(=O)c1cnc2scc(C)n2c1=O,37%[activator],3%,8%,9,1%,1%,23
Cc1ccc(C(C(=O)NC2CCCC2)N(Cc2ccc3c(c2)OCO3)C(=O)Cc2cccs2)cc1 (stereo unspecified),13µM*,8%,?,-2,3%,-2%,16
CC(C)CC(=O)Nc1c2c(nn1-c1ccc(F)cc1)CS(=O)C2 (stereo unspecified),?,0%,21%,24*,-8%,22%,19
Cc1ccc(-c2noc(CCC(=O)NCCN3CCN(Cc4ccccc4)CC3)n2)cc1,?,-1%,?,2,-6%,17%,-3
O=C(CCCN1CCC(c2ccccc2)C1)c1ccc2c(c1)OCCO2 (stereo unspecified),18%,4%,-24%,-3,8%,·,28
CCC(C)NC(=O)c1cc(OC)c(OC)c(OC)c1 (stereo unspecified),-1%,-1%,0%,1,1%,2.3µM*,19
Cc1nn(C)c(C)c1Nc1ccc(N2C(=O)C3CC=CCC3C2=O)cc1[N+](=O)[O-] (stereo unspecified),-8%,-5%,?,2,-5%,17%,-10
Cc1cc(N2CCN(C(=O)c3ccco3)CC2)n2nc(-c3cccc(F)c3)cc2n1,?,9%,10µM*,-4,2%,?,-17
COc1ccc2oc(C(=O)OCC(=O)N(C)C3CCS(=O)(=O)C3)c(C)c2c1 (stereo unspecified),20%,·,?,·,-1%,35%[activator],·
CCCNC(=O)N1CCC(Cc2ccccc2)CC1,?,-3%,-9%,10,-2%,-18%,11
CS(=O)(=O)N1CCC(C(=O)N2CCN(c3ccccc3)CC2)CC1,-2%,-1%,-2%,-9,0%,?,-12
Cc1cc(C)nc(N2CCC(C(=O)NCCc3ccc(F)cc3)CC2)n1,?,-1%,7%,11,-2%,·,-11
CCC1CCCCN1C(=O)CSc1nnc(-c2ccc(Cl)s2)o1 (stereo unspecified),5%,5%,7%,38*,-6%,38%[activator],82*
CC1CCN(CC(O)COc2ccc(F)cc2)CC1 (stereo unspecified),·,-1%,12%,-6,2%,?,-3
Cc1cc(C)nc(NS(=O)(=O)c2ccc(N3Cc4ccccc4C3=O)cc2)n1,4%,1%,2%,-2,-3%,-19%,21
Cc1ccc2cc(CN(CC3CCCO3)S(=O)(=O)c3ccccc3)c3nnnn3c2c1 (stereo unspecified),?,7%,?,11,-4%,-62%,30
O=C(NCc1ccccn1)C1CCN(S(=O)(=O)c2ccccc2)CC1,11%,-3%,2%,-2,28%,12%,-15
COc1ccc(CNC(=O)COC(=O)c2c[nH]c(=O)[nH]c2=O)cc1OC,24%,-2%,?,-4,-6%,40%[activator],17
CCn1cc(C(=O)NCc2ccco2)c(=O)c2cc(S(=O)(=O)N3CCC(C)CC3)ccc21,?,0%,?,-1,5%,0%,-2
O=C(CC1SC(=Nc2ccc(OC(F)F)cc2)N(CCN2CCOCC2)C1=O)Nc1ccc(F)cc1F (stereo unspecified),?,-5%,-3%,5,-3%,?,-9
COc1ccc(C(CNC(=O)c2ccc3c(c2)C(=O)N(CCC(C)C)C3=O)N2CCOCC2)cc1 (stereo unspecified),-8%,3%,-1%,-2,-16%,81%[activator],-5
Cc1ccc(CNC(=O)c2ccc(N3CCC4(CC3)CC(c3ccccc3)=NO4)c(NC(=O)c3ccc(Cl)c([N+](=O)[O-])c3)c2)cc1,?,·,11µM*,·,-6%,?,·
COc1ccc(CCC(=O)N2CCN(S(=O)(=O)c3ccc(OC)cc3)CC2)cc1,?,·,-9%,·,-4%,?,·
O=C(Nc1ccccc1C(=O)O)c1ccc2c(c1)C(=O)N(c1cccc([N+](=O)[O-])c1)C2=O,46%[activator],1%,5%,6,3%,39%[activator],5
C[C@@H]1CC=C[C@H]2[C@H]1C(=O)N(Cc1ccccc1)[C@H]2c1ccc(F)c(/C=C/c2ccccc2)c1,?,1%,-7%,-3,4%,?,-6
CC1CCc2c(sc(NC(=O)CCC(=O)O)c2C(=O)NC2CC2)C1 (stereo unspecified),-6%,-2%,11%,-2,?,-18%,11
O=C(Nc1nc(-c2ccccc2)nc2ccccc12)c1ccc(F)cc1,4%,-1%,7%,-2,2%,64%[activator],-8
Cc1noc(NS(=O)(=O)c2ccc(N/C=C\C(=O)c3ccc(F)cc3)cc2)c1C,11%,1%,15%,61*,3%,-45%[1.15 µM],90*
CCOC(=O)c1c(NC(=O)C(=O)N/N=C/c2ccccc2O)sc2c1CCCCC2,0.66µM*,8%,?,-3,-9%,0.93µM*,-7

# 3 of the compounds above, with two lines to a compound:
# Every second line gives: Pf growth 48h	LmPK inhibitor	HCV inh	CHX counter	Tb PYK inh	Pf growth 96h	Shiga toxin inh
- Cc1ccc(-c2noc(CCC(=O)NCCN3CCN(Cc4ccccc4)CC3)n2)cc1
 : ?	-1%	?	2	-6%	17%	-3
- CC1CCc2c(sc(NC(=O)CCC(=O)O)c2C(=O)NC2CC2)C1 (stereo unspecified)
 : -6%	-2%	11%	-2	?	-18%	11
- Cc1cc(N2CCN(C(=O)c3ccco3)CC2)n2nc(-c3cccc(F)c3)cc2n1
 : ?	9%	10µM*	-4	2%	?	-17

# The list continues.
SMILES,Pf growth 48h,LmPK inhibitor,HCV inh,CHX counter,Tb PYK inh,Pf growth 96h,Shiga toxin inh
Cc1cc(=O)c2c(O)c(O)ccc2o1,?,-2%,4%,-2,-9%,35%[activator],-16
CCCn1c2ccccc2c2cnn(CC(=O)NCCN(C)C)c(=O)c21,-7%,3%,-8%,-1,-1%,?,2
Cc1cc(C=C2C(=O)NC(=O)NC2=O)c(C)n1-c1ccncc1,-3%,1%,-11%,9,-5%,?,10
C=CCn1c(SCC)nc(O)cc1=O,4%,2%,1%,-5,-5%,·,-24
COc1ccccc1NC(=S)NC(=O)c1ccc(-c2ccc(Cl)cc2)o1,5%,4%,?,-2,3%,62%[activator],-9
O=C(NC1CCCCC1)c1sc(N2CCOCC2)nc1-c1ccccc1,-15%,3%,18%,-1,-3%,-19%,-2
CCC1(c2ccccc2)NC(=O)N(CC(=O)Nc2cc(Cl)ccc2N2CCOCC2)C1=O (stereo unspecified),?,·,4%,·,12%,?,·
CC(NC(=O)c1cccc(S(=O)(=O)N2CCc3ccccc3C2)c1)c1ccco1 (stereo unspecified),10%,·,17%,·,-2%,?,·
COc1ccccc1NC(=O)CSc1nc2ccccc2cc1Cc1ccccc1,?,3%,-9%,-3,-10%,?,-10
CCN(CC)Cc1c(C(=O)N/N=C/c2cccc(OCc3ccc(F)cc3)c2)nnn1-c1nonc1N,32%[activator],4%,1%,9,1%,7%,-1
OCCN1CCN(CC(O)C(F)(F)F)CC1 (stereo unspecified),4%,-3%,4%,-3,9%,0%,-14
O=C(N/N=C/c1cccc(F)c1)NC1CCCCC1,66%[activator],6%,?,19*,2%,0%,20
COc1cc(CC(NC(C)=O)C(=O)NC2CCN(S(=O)(=O)c3ccc(NC(C)=O)cc3)CC2)cc(OC)c1 (stereo unspecified),-12%,0%,7%,-2,1%,21%,-2
COc1cc(C=O)cc(Cl)c1OC(=O)N1CCOCC1,3%,0%,6%,4,2%,-2%,17
Nc1nnc(SCC(=O)Nc2ccc(N3CCOCC3)c(Cl)c2)s1,-1%,-6%,?,21*,3%,-29%,34
Oc1ccc(NC(=S)N=Nc2c(O)[nH]c3ccc(Br)cc23)cc1,?,9%,-14%,12,1%,58%[activator],24
Cc1ccc(CCN2C(=O)CCC2(C)C(=O)NCc2cccnc2)cc1 (stereo unspecified),·,-4%,9%,-4,-1%,-38%,-12
COc1cccc(-n2nc(-c3ccnn3-c3ccccc3)c(=O)n(C)c2=O)c1,·,-2%,?,3,-5%,12µM*,-16
CCOc1nc(Nc2ccc(OC)c(Cl)c2)nc(N2CCN(c3ccc(OC)cc3)CC2)n1,·,1%,10µM*,0,6%,?,29
COc1ccc(S(=O)(=O)Nc2cccc(N(C)S(C)(=O)=O)c2)cc1C,-2%,1%,-2%,-2,-6%,-11%,9
O=C(COc1ccc(S(=O)(=O)N2CCCC2)cc1)Nc1ccc2c(c1)OCCO2,?,1%,-8%,24*,1%,58%[activator],44*
Cc1ccc(-n2c(C3CC3c3ccc(Cl)cc3)n[nH]c2=S)cc1 (stereo unspecified),·,7.9µM*,6%,-6,?,9.3µM*,-16
COc1ccc(N(CC(=O)Nc2cc(OC)ccc2OC)S(C)(=O)=O)cc1,15%,11%,8%,5,-10%,-10%,-4
Cc1cccc(OCCNS(=O)(=O)c2ccc(Cl)cc2)c1,-9%,·,0%,·,0%,-16%,·
O=C(CSc1nc(-c2ccco2)cc(C(F)(F)F)n1)Nc1ccc2c(c1)CCC2,-19%,-7%,?,-2,-8%,·,1
O=C(Nc1cccnc1)c1cc(F)cc(F)c1,33%[activator],-1%,16%,-3,-5%,·,19
COc1cc(OC)cc(C(=O)NCc2nc(-c3ccccc3)no2)c1,3%,-3%,?,-3,2%,·,49
COc1ccc(-c2nnc(SCC(=O)Nc3cc(C)on3)o2)cc1,8%,-1%,1%,33*,0%,?,44*
CC1=CC(=O)C=C(C)C1=NOc1ccccc1[N+](=O)[O-],-5%,-5%,22%,4,-14%,?,2
COc1ccccc1CNS(=O)(=O)c1c(C(=O)N2CCCC2)c(C)n(C)c1C,0%,0%,6%,16,4%,1%,-2
N/C(=N\S(=O)(=O)c1cc(C(F)(F)F)cc(C(F)(F)F)c1)c1ccc(Cl)cc1,?,-1%,?,-1,-30%,?,8
C/C=C/C(=O)OCC(=O)Nc1cc(OC)c([N+](=O)[O-])cc1C,-1%,4%,-9%,1,-1%,-1%,-9
